Bioassay records deposited in PubChem BioAssay by National Center for Advancing Translational Sciences (NCATS).
G9a inh – inhibitors of human histone lysine methyltransferase G9a; G9a H3K9 monomethylation, AlphaScreen, 2 h; Potency, µM (series often up to 102 µM), inactives show at the top dose activity, negative = inhibition, most hits filed as inhibitors; 8.8% of 350,000 active; AID 504332; note: potency is the fitted concentration of half-maximal effect; % is set by controls: 0 for no effect and ±100 for the full control effect; nearly all actives have a fitted effect of over 75% in size
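Compounds were preincubated with 20 nM G9a for 15 min, after which biotinylated H3K9 peptide (500 nM) and SAM (20 uM) started a 2 h room-temperature reaction. Monomethylated product was quantified by antibody-based AlphaScreen chemiluminescence.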
HP1b chromo inh – blocks HP1-beta chromodomain binding to methylated histone tails. AID 540317. AlphaScreen HP1-beta / biotin-H3K9me3 peptide binding. 0.56% of 390,000 active. P83916. Potency, µM (highest dose often 114 µM), without a hit: at the top dose activity change, negative = inhibition, usual class: inhibitors; note: potency is the fitted concentration of half-maximal effect; nearly all actives have a fitted effect of over 70% in size; inactives centre near 23
Target sequence (P83916 whole entry, looked up): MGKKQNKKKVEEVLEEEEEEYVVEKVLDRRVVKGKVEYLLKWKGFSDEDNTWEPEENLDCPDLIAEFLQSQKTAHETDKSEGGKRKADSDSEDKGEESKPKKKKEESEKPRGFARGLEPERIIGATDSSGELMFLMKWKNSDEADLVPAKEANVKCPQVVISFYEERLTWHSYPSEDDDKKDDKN
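HP1-beta protein (50 nM final) preincubated 30 min at room temperature with biotinylated H3(1-18)K9me3 peptide (50 nM) in PBS pH 7.4, 0.01% Tween-20, then compound added for 30 min. AlphaScreen streptavidin donor/nickel chelate acceptor beads (10 ug/mL final), 30 min dark, luminescence read.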
Pin1 inhibitor – inhibitors of human Pin1; Q13526; 0.009% of 390,000 active; AID 504891; Potency, µM (titrated, usually from 115 µM), for inactives: at the highest dose activity, negative = inhibition, most hits filed as inhibitors; Pin1 FP peptide displacement, HiFluor488, 10 min; active = well fitted inhibition curve with a large enough effect in the polarisation, with a control signal flat, not every such curve was filed as active; inconclusive = small, poorly fitted or top-dose-only effect, or effect the other way, or a change in a side signal; inactive = no such curve, though single readings can be large or run the other way; the % refers to the polarisation; note: potency is the fitted concentration of half-maximal effect; % is set by controls: 0 for no effect and ±100 for the full control effect
PI4K2A inh – inhibitors of human PI4K2A. activity change, negative = inhibition, % at 76.9 µM. purified PI4K2A, ADP-Glo luminescence, 1 h; stronger effect = lower value. 0.13% of 420,000 active. Q9BTU6; in the data active = activity change below about -50%; inconclusive = mostly about -30% to -49%;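 note: -100% = wells without enzyme as full effect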
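Compounds are screened against recombinant PI4K2A using PI as substrate and ATP, the latter dispensed at 300 microM. Reactions run one hour at ambient temperature before ADP-Glo detection; full inhibition defined by wells lacking enzyme.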
Tb PGK inh – inhibitors of T. brucei phosphoglycerate kinase; P07378; PGK/GAPDH coupled, Kinase-Glo luminescence, 60 min; Potency, µM (top dose mostly 57.5 µM), inactives show at the top dose activity change, negative = inhibition, usual class: inhibitors; 0.043% of 380,000 active; note: potency is the fitted concentration of half-maximal effect; % is set by controls: 0 for no effect and ±100 for the full control effect; nearly all actives have a fitted effect of over 60% in size
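Luminescent ATP detection (Kinase-Glo Plus) follows a 60-minute room-temperature incubation, with wells lacking PGK as controls. Buffer: 100 mM TEA (pH 7.6), 5 mM MgCl2, 0.01% Tween-20. Coupling enzyme GAPDH (100 nM final) supplies unstable 1,3-BPG in-well.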
BAZ2B block – BAZ2B (human) inhibition | AlphaScreen BAZ2B-H3K14Ac peptide displacement | 4.4% of 360,000 active | Potency, µM (highest dose often 114 µM), for the others: at the highest dose activity change, negative = inhibition, actives largely listed as inhibitors; note: potency is the fitted concentration of half-maximal effect; % is set by controls: 0 for no effect and ±100 for the full control effect; nearly all actives have a fitted effect of over 60% in size
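AlphaScreen displacement: compounds (up to 110uM) incubated 30 min at room temperature with a preformed 50 nM BAZ2B/50 nM biotinylated H3K14Ac peptide complex in PBS pH 7.4 with Tween-20. Donor and acceptor beads at 10 ug/mL final added, 20 min light-protected before reading.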
GLS inhibitor – blocks human kidney-isoform glutaminase activity | GLS enzymatic activity, qHTS titration | Potency, µM (titrated, usually from 45.5 µM), for the others: at the top dose activity change, negative = inhibition, actives largely listed as inhibitors | 0.21% of 410,000 active | O94925; note: potency is the fitted concentration of half-maximal effect; % is set by controls: 0 for no effect and ±100 for the full control effect
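hKGA in 45 mM KH2PO4 (pH 8.2), 0.02% Tween-20 with compound, then 1mM L-Glutamine (stock as added) plus glutamate oxidase/HRP/Amplex red coupling mix. Fluorescence read initially and after 30 min at RT; signal change reflects glutamate formation.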
POLH inh – blocks human DNA polymerase eta activity; recombinant Pol eta, fluorescent DNA replication assay; Potency, µM (series often up to 114 µM), inactives show top-dose activity change, negative = inhibition, hits mostly inhibitors; 1.2% of 390,000 active; note: potency is the fitted concentration of half-maximal effect; % is set by controls: 0 for no effect and ±100 for the full control effect
Target sequence (Q9Y253 whole entry, looked up): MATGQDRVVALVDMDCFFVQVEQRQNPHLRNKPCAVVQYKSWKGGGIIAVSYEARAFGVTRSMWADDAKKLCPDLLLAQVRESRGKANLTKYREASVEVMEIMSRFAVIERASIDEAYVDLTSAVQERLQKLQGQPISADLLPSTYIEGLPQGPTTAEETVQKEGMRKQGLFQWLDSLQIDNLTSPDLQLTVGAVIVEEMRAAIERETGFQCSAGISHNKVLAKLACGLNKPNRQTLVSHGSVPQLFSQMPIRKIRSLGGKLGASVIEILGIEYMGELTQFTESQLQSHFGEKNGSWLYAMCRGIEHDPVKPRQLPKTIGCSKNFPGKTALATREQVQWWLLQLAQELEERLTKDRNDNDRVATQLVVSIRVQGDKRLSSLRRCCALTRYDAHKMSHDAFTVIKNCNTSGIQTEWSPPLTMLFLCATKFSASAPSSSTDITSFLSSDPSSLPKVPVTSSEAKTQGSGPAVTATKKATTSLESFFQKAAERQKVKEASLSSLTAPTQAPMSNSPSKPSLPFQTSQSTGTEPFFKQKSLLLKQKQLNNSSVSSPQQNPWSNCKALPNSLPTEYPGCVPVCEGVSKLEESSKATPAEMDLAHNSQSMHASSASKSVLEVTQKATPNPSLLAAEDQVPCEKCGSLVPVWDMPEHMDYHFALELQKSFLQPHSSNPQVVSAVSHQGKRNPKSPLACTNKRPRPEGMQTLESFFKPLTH
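Pol eta (10 nM) was preincubated with compounds for 15 min at room temperature, after which fluorescent replication substrate (50 nM final) was added to start the reaction. Fluorescence was read kinetically at 0 and 10 min.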
JMJD2A Tudor – inhibitors of human JMJD2A Tudor domain; 4.4% of 390,000 active; Potency, µM (doses to about 114 µM), inactives show at the top dose activity change, negative = inhibition, hits mostly inhibitors; O75164; AlphaScreen JMJD2A-Tudor / H3K4me3 peptide binding; note: potency is the fitted concentration of half-maximal effect; % is set by controls: 0 for no effect and ±100 for the full control effect; nearly all actives have a fitted effect of over 50% in size
* marks the source's active call; other numbers are inactive results; i = inactive; ? = inconclusive; . = not tested or not shown; & = joins results of further samples; [ ] = dose if it differs, or a comment. Unless noted, calls come from the whole dose curve; as a rule, active = well fitted curve in the direction sought with a large enough effect; inconclusive = small, poorly fitted or top-dose-only effect, or another doubt; inactive = no such curve, though single readings can be large; an effect the other way counts as inactive or inconclusive. Not all compounds are listed. The share of hits here may be higher or lower than overall.

Results follow in this order: BAZ2B block, POLH inh, Tb PGK inh, JMJD2A Tudor, GLS inhibitor, PI4K2A inh, Pin1 inhibitor, G9a inh, HP1b chromo inh
- COc1ccc(N2C(=O)CCC(C(=O)N3CCC(C(N)=O)CC3)C2c2ccc(F)cc2)cc1 (stereo not given)
 : -2%, 12%, 0%, 2%, 0%, 2, 3%, 42%[activator][12.7 µM], 37%
- COc1cccc(C(=O)OCC(=O)NC23CC4CC(CC(C4)C2)C3)c1
 : ., -23%, -8%, 0%, 0%, 2, 2%, ., 48%[activator]
- S=C(Nc1ccc(Oc2ccccc2)cc1)NC1CCCCCC1
 : -1%, -17%, -6%, -12%, 2%, 0, 5%, 45µM*, -10%
- c1ccc(-c2ccccc2-c2nc(-c3ccncc3)no2)cc1
 : 45%[activator], -6%, -3%, 7%[11.4 µM], 3%, 4, -8%, 3%[12.7 µM], 46%[activator]
- Cc1cccc(CCNC(=O)c2cnc3c(C)cccn3c2=O)c1
 : 10%, 2%, 10%, 10%, -2%, -5, -7%, 11%[59 µM], 46%[activator]
- Cc1ccc(NC(=O)CCc2nc3ccccc3[nH]2)cc1C
 : 9%, 3%, i, -14%[11.4 µM], 2%, -2, 2%, 10%, 66%[activator]
- O=C(CNC(=O)c1ccc2c(c1)OCCO2)N/N=C/c1ccc([N+](=O)[O-])cc1
 : 6%, -5%, -4%, -4%, -2%, 1, -7%, 7%, 15%
- Cc1ccc(C2(C)NC(=O)N(CC(=O)NC(=O)NC(C)(C)C)C2=O)cc1 (stereo not given)
 : 0%, -24%, -2%, 6%, -9%, 1, -1%, 8%, 40%[activator]
- COC(=O)c1ccc(S(=O)(=O)NNC(=O)COc2ccc(C)cc2)cc1
 : -30%, -19%, 2%, -7%[57.1 µM], 23%, -2, 1%, -20%[59 µM], 52%[activator]
- NS(=O)(=O)c1ccc(CCNC(=O)CNC(=O)c2ccc(Oc3ccccc3)cc2)cc1
 : 4%, -15%, -8%, -10%, 12%, 0, 3%, 15%, -6%
- C=CCC1C=CCC(CC=C)N1C(=O)c1ccccc1[N+](=O)[O-] (stereo not given)
 : -34%, -20%, 23%, -6%[57.1 µM], 6%, -2, 2%, -10%[59 µM], 20%
- O=C1OC(Cc2ccccn2)C(O)=C1C1=NCCCN1 (stereo not given)
 : 3%, -10%, -18%, -2%, -8%, 14, 17%, -12%[59 µM], 18%
- O=S(=O)(NCc1csc(-c2cccnc2)n1)c1ccc(Br)cc1
 : -2%, -15%, -4%, 5%, 0%, 0, -5%, 2%, 23%
- Cc1nc(NC(=O)C2CC2)sc1C
 : 4%, -1%, -5%, -9%, 9%, -7, -1%, -13%[59 µM], 6%
- CCCc1cc(=O)oc2c(C)c3occ(C)c3cc12
 : 1%, -4%, 1%, -2%, 12%, 1, -2%, 22%, 35%
- Cc1cc(C)n(-c2nnc(C)n2/N=C/c2cc(Br)ccc2OCc2ccccc2)n1
 : -38%, -19%, -4%, -32%, 0%, 7, -4%, ?, 8%
- O=C(/C=C/c1ccco1)NC(=S)Nc1ccccn1
 : 56µM*, 4%, i, 79µM*, 5%, -7, -4%, ?, -25%
- CC(C)NS(=O)(=O)c1ccc(CCC(=O)NCc2ccccn2)cc1
 : -1%, -11%, i, -1%, 3%, -4, 0%, 12%, 38%
- CC(=O)Nc1cccc(NC(=O)C(=O)NCC(c2ccco2)N2CCc3ccccc3C2)c1 (stereo not given)
 : -13%, -11%, i, -34%, 4%, -3, 1%, 13%[0.501 µM], ?
- O=C(O)C1CC(C(=O)O)SS1 (stereo not given)
 : ., -12%, -11%, 32µM*, 3%, -5, ., ., -6%
- CCOC(=O)N1CCN(C(=O)CC(C)S(=O)(=O)c2cc3c(cc2C)NC(=O)CO3)CC1 (stereo not given)
 : -1%, -14%, -2%, -15%, 1%, -26, -10%, 12%, 42%[activator]
- CCN(CC)C(=O)C1CCCN(C(=O)CCn2nnnc2CN2CCOCC2)C1 (stereo not given)
 : 3%, -15%, 1%, -10%, 6%, -3, -1%, ?, 27%
- Nc1nc(SCCOc2ccccc2)n[nH]1
 : -2%, 11%, 3%, -8%, 25%, 9, -1%, 2%[12.7 µM], 39%[activator]
- CC(C)N(C(=O)[C@H]1C[C@H](CC(=O)NCCN2CCOCC2)C(=O)N2CCc3c([nH]c4cc(CCC(=O)N(C)C)ccc34)[C@]12C)C(C)C
 : ., -13%, 5%, -5%, -7%, -1, -1%, ., -2%
- CCOC(=O)c1[nH]c2c(c1-c1ccccc1)C(=O)CC(c1ccc(OC)c(OC)c1)C2 (stereo not given)
 : -29%, -5%, -1%, -26%, -5%, 3, ?, 0%, 16%
- CC(=O)N1N=C(c2ccc3ccccc3c2)OC1(C)C
 : 10%, -18%, -4%, 17%, -7%, -1, 4%, 13%[59 µM], 72%[activator]
- Cc1oc2ncn(C)c(=O)c2c1C(=O)Nc1ccc(F)cc1
 : -4%, -20%, -6%, -7%, -2%, 10, 1%, -1%[59 µM], 48%[activator]
- O=C1N/C(=N/Nc2ccccc2)S/C1=C\c1ccccc1
 : 40µM*, ?, 7%, 45µM*, 13%, 0, 49%[activator], 7.9µM*, ?
- CCN(CC)S(=O)(=O)c1ccc(Cl)nc1
 : ., -20%, 0%, 12%, 0%, 4, -3%, -32%, 29%
- Cc1ccc(S(=O)(=O)n2cccc2/C=C/[N+](=O)[O-])cc1
 : ., -22%, i, ., -3%, -7, ., ., .
- CCC1CN(C(=O)N2CCC(C(=O)NCCc3ccc(OC)c(OC)c3)CC2)c2ccccc2O1 (stereo not given)
 : -8%&-10%, -14%&-23%, -3%&0%, -16%&-15%, -2%&-3%, -4&0, -8%&0%, -29%[59 µM], 48%&11%[activator]
- Cc1oc2cc3oc(=O)c(CCC(=O)NCCCC(=O)O)c(C)c3cc2c1C
 : -9%, -15%, ., -13%, 1%, -2, 0%, ?, 43%[activator]
- N=c1nc(-c2ccccc2)ccn1O
 : 8%, -12%, -5%, -5%, 14%, 2, 5%, 24%[2.33 µM], 22%
- COc1cccc(-c2nc(NC(C)C)c3ccccc3n2)c1O
 : ?, -11%, -2%, 50µM*, 8%, 2, -1%, ?, -22%
- Cn1c(SCCOc2ccccc2F)nc2ccccc2c1=O
 : 127%[activator], -1%, 0%, 111%[activator], -1%, -2, 12%, 152%[activator], 102%[activator]
- COc1ccc(-c2nc3ccccc3s2)cc1NC(=O)c1ccccc1OC
 : -11%, -10%, i, -11%, -2%, -2, 0%, 1%[59 µM], 39%[activator]
- COC(=O)[C@@]12CCCCN1[C@H](c1ccc(SC3CCCCC3)cc1)[C@H]1C(=O)N(C)C(=O)[C@H]12
 : -11%, -17%, 7%, -28%, -1%, -2, 40%[activator], 27%[2.33 µM], 15%
- Cn1c(=O)c2cc(S(=O)(=O)NCCC(=O)NCC3CCCO3)ccc2n(C)c1=O (stereo not given)
 : -3%, 9%, -3%, -16%, 5%, 3, -4%, 1%, 31%
- CC(C)(C)NC(=O)C(c1ccc(-c2ccccc2)cc1)N(C[C@H]1CC[C@@H]([C@@H]2CC[C@H](CO)O2)O1)C(=O)c1ccc(-c2ccccc2)cc1 (stereo not given in full)
 : ., -25%, 6%, -28%, -7%, 2, ?, ., 8%
- CCn1nc(C)cc1C(=O)N1CCCC(C(=O)c2ccc(Oc3ccccc3)cc2)C1 (stereo not given)
 : -16%, -23%, -5%, -9%, -2%, 0, 2%, 20%, 17%
- COc1cccc(C(=O)Nc2ccc(NC(=O)c3cc4ccccc4o3)c(OC)c2)c1
 : -7%, -7%, -4%, -1%, -8%, 5, -4%, -14%, 34%
- CCOc1ccc(NC(=O)CSc2ncc3c(n2)-c2ccc(Cl)cc2N(Cc2ccccc2)S3(=O)=O)cc1
 : -1%, 4%, i, -5%, -2%, 0, 5%, -4%[59 µM], 13%

Full records from above.
`Cc1ccc(C2(C)NC(=O)N(CC(=O)NC(=O)NC(C)(C)C)C2=O)cc1` (stereo not given) across the screens: BAZ2B block: 0%; POLH inh: -24%; Tb PGK inh: -2%; JMJD2A Tudor: 6%; GLS inhibitor: -9%; PI4K2A inh: 1; Pin1 inhibitor: -1%; G9a inh: 8%; HP1b chromo inh: 40%[activator]
`CCN(CC)C(=O)C1CCCN(C(=O)CCn2nnnc2CN2CCOCC2)C1` (stereo not given) across the screens: BAZ2B block: 3%; POLH inh: -15%; Tb PGK inh: 1%; JMJD2A Tudor: -10%; GLS inhibitor: 6%; PI4K2A inh: -3; Pin1 inhibitor: -1%; G9a inh: ?; HP1b chromo inh: 27%
`Cc1nc(NC(=O)C2CC2)sc1C` across the screens: BAZ2B block: 4%; POLH inh: -1%; Tb PGK inh: -5%; JMJD2A Tudor: -9%; GLS inhibitor: 9%; PI4K2A inh: -7; Pin1 inhibitor: -1%; G9a inh: -13%[59 µM]; HP1b chromo inh: 6%
